Compound activity deposited in PubChem by The Scripps Research Institute Molecular Screening Center.
PAFAH2 inh: inhibitors of human PAFAH2 | actives 0.99% (n = 340,000) | recombinant PAFAH2, FP-rhodamine activity probe, fluorescence polarization | inhibition, % at 3.39 µM;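 active = inhibition above the mean over all tested compounds plus 3 SD, cut at about 30% in these data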;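 also: inhibitors block probe labeling of enzyme so polarization drops; 0% = enzyme with DMSO and 100% = wells lacking PAFAH2 protein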
PAFAH1B3 inh: blocks human PAF acetylhydrolase 1B catalytic subunit 3. recombinant PAFAH1B3, FP-rhodamine probe, fluorescence polarization. actives 0.28% (n = 340,000). AID 492972. Q15102. inhibition, % at 3.39 µM;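 active = inhibition above the screen-wide average of all tested compounds plus 3 SD, cut at about 25% in these data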;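 also: 0% = enzyme with DMSO only and 100% = wells lacking PAFAH1B3 protein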
Target sequence (Q15102 whole entry, looked up): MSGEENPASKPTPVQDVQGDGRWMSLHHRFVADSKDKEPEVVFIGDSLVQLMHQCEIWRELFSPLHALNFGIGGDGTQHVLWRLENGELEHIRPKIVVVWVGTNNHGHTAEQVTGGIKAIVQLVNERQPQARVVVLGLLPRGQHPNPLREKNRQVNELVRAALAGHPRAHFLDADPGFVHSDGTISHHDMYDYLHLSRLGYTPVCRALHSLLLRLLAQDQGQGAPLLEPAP
PME-1 primary: blocks human protein phosphatase methylesterase 1 | recombinant PME-1, FP-Rh probe fluorescence polarization | actives 0.53% (n = 320,000) | Q9Y570 | inhibition, % at 5.9 µM | AID 2130;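 active = inhibition above the campaign mean of all compounds plus 3 SD, cut at about 26% in these data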;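 also: competitive labeling of PME-1 active site by serine hydrolase directed probe; 0% = PME-1 with DMSO and 100% = wells lacking PME-1 enzyme; inhibitors block probe labeling so polarization falls and inhibition rises; many of its hits are not listed in these tables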
Target sequence (Q9Y570 whole entry, looked up): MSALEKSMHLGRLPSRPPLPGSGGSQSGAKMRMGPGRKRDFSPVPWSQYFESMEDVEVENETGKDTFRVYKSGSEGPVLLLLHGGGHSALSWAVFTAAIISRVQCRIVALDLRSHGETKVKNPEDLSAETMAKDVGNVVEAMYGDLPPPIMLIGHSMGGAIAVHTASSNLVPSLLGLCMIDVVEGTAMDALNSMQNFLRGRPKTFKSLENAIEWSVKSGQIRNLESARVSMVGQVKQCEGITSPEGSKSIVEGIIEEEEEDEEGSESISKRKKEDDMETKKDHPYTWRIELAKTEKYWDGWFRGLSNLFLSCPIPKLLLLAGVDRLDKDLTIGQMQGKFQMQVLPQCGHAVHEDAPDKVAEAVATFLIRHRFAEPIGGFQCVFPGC
GSTO1 inh: GSTO1 inhibition, counter-screen for RBBP9 inhibitors. recombinant GSTO1, activity-based probe fluorescence polarization. inhibition, % at 5.96 µM. actives 1.1% (n = 300,000);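 active = inhibition above the campaign mean inhibition plus 3 SD, cut at about 35% in these data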;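 also: 0% = GSTO1-1 with DMSO and 100% = wells lacking GSTO1-1 enzyme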
pPAFAH FP inh: inhibitors of human plasma PAF acetylhydrolase (pPAFAH); Q13093; recombinant pPAFAH, FP-rhodamine probe fluorescence polarization; inhibition, % at 3.39 µM; actives 1.5% (n = 330,000); AID 463082;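 active = inhibition above the mean inhibition across the screen plus 3 SD, cut at about 25% in these data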;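 also: inhibitors block binding of the rhodamine activity-based probe so polarization drops; 0% = enzyme with DMSO and 100% = wells lacking pPAFAH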
LYPLA1 inh: blocks human lysophospholipase 1, a PME1 counter-screen | actives 0.16% (n = 320,000) | inhibition, % at 5.9 µM | recombinant LYPLA1, FP-Rh probe fluorescence polarization | O75608 | AID 2174;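 active = inhibition above the mean of all tested compounds plus 3 SD, set per campaign, cut at about 14% in these data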;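 also: inhibitors block serine hydrolase probe labeling of LYPLA1 so polarization falls; 0% = enzyme with DMSO and 100% = wells lacking LYPLA1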
Target sequence (O75608 whole entry, looked up): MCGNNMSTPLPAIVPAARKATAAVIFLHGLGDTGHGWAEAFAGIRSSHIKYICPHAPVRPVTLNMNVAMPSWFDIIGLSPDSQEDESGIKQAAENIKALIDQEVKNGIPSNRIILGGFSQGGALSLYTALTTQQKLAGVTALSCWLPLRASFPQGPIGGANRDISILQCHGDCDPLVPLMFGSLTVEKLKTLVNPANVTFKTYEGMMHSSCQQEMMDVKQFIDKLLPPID
PAFAH1B2 inh: PAFAH1B2 (human) inhibition; P68402; recombinant PAFAH1B2, FP-rhodamine activity probe, fluorescence polarization; inhibition, % at 3.39 µM; actives 1.2% (n = 340,000); AID 492953;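 active = inhibition above the mean of all tested compounds plus 3 SD, cut at about 24% in these data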;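 also: 0% = enzyme with DMSO and 100% = wells lacking PAFAH1B2; many of its hits are not listed in these tables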
Target sequence (P68402 whole entry, looked up): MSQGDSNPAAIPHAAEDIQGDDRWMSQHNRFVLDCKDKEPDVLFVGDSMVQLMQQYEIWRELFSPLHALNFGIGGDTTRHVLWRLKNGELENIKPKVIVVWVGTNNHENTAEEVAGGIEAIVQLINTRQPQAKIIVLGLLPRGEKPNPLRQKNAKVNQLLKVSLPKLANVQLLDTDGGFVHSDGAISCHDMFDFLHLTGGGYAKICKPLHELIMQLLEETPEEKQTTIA
PAD4 FP inh: PAD4 (human) enzyme inhibition | recombinant PAD4, RCA probe fluorescence polarization | actives 0.41% (n = 330,000) | AID 485272 | inhibition, % at 6.36 µM;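 active = percent inhibition above a cutoff equal to the mean of all tested compounds plus 3 SD, cut at about 15% in these data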;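 also: 0% = PAD4 with RCA probe and DMSO and 100% = probe without PAD4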
LYPLA2 inh: LYPLA2 (human) inhibition in PME1 counter-screen; recombinant LYPLA2, FP-Rh probe fluorescence polarization; inhibition, % at 5.9 µM; actives 0.38% (n = 320,000); AID 2177;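 active = inhibition above the screen-wide mean plus 3 SD, limit set per campaign, cut at about 26% in these data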;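 also: 0% = LYPLA2 with DMSO and 100% = wells lacking LYPLA2 enzyme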
Starred values were filed as active, the others as inactive.

Screening OCCOCCOc1cccc2[nH]ccc12 returned PAFAH2 inh 7, PAFAH1B3 inh 1, PME-1 primary -5, GSTO1 inh -12, pPAFAH FP inh -6, LYPLA1 inh 5, PAFAH1B2 inh -1, PAD4 FP inh -13 and LYPLA2 inh 0.
For Cn1cccc1-c1nc2ccc(NC(=O)c3ccco3)cc2[nH]1 the results were PAFAH2 inh 1, PAFAH1B3 inh -1, PME-1 primary -1, GSTO1 inh -2, pPAFAH FP inh 2, LYPLA1 inh 2, PAFAH1B2 inh 1, PAD4 FP inh -1 and LYPLA2 inh 6.
CCOc1ccccc1N(CC(=O)NCC1CCCO1)C(=O)CCC(=O)Nc1cc(C)on1 (stereo not given) was read as PAFAH2 inh 4, PAFAH1B3 inh 1, PME-1 primary 1, GSTO1 inh 3, pPAFAH FP inh 2, LYPLA1 inh 3, PAFAH1B2 inh 6, PAD4 FP inh 2 and LYPLA2 inh 3.
`CCOC(=O)C(N)CSC1CC(=O)N(c2ccc(OCC)cc2)C1=O` (stereo not given) gave PAFAH2 inh -1, PAFAH1B3 inh -4, PME-1 primary -6, GSTO1 inh 7, pPAFAH FP inh 3, LYPLA1 inh 0, PAFAH1B2 inh -1, PAD4 FP inh -4 and LYPLA2 inh -5.
`CCOc1cccc(NC(=O)Cc2cccs2)c1` gave PAFAH2 inh -5, PAFAH1B3 inh 1, PME-1 primary -3, GSTO1 inh 1, pPAFAH FP inh 0, LYPLA1 inh 2, PAFAH1B2 inh 2, PAD4 FP inh -2 and LYPLA2 inh 7.
For CC(C)(C)N1CC(c2nc3ccccc3n2Cc2ccccc2)CC1=O (stereo not given) the results were PAFAH2 inh 3, PAFAH1B3 inh 0, PME-1 primary 8, GSTO1 inh 1, pPAFAH FP inh -1, LYPLA1 inh 2, PAFAH1B2 inh 0, PAD4 FP inh 2 and LYPLA2 inh -1.
`CN1/C(=C\C(=O)Nc2cccc(Cl)c2)C(C)(C)c2ccccc21` gave PAFAH2 inh -3, PAFAH1B3 inh 6, PME-1 primary -1, GSTO1 inh -3, pPAFAH FP inh 1, LYPLA1 inh -11, PAFAH1B2 inh 0, PAD4 FP inh -13 and LYPLA2 inh -13.
Screening Cc1ccc(C(=O)NC(=C(Cl)Cl)S(=O)(=O)c2ccccc2)cc1 returned PAFAH2 inh 8, PAFAH1B3 inh 3, PME-1 primary 1, GSTO1 inh 39*, pPAFAH FP inh -2, LYPLA1 inh -2, PAFAH1B2 inh 0, PAD4 FP inh 3 and LYPLA2 inh -3.
Screening O=C(NNC(=O)c1ccc(Cl)s1)c1csc(N2CCOCC2)n1 returned PAFAH2 inh 0, PAFAH1B3 inh 6, PME-1 primary -10, GSTO1 inh 9, pPAFAH FP inh 3, LYPLA1 inh 3, PAFAH1B2 inh -2, PAD4 FP inh -3 and LYPLA2 inh 0.
CC(=O)Nc1ccc(SCC(=O)OCC(=O)NC(=O)NCc2ccco2)cc1 was read as PAFAH2 inh -1, PAFAH1B3 inh 3, PME-1 primary -2, GSTO1 inh 3, pPAFAH FP inh 4, LYPLA1 inh -3, PAFAH1B2 inh 5, PAD4 FP inh -2 and LYPLA2 inh -2.
For Cc1c(Cl)cccc1NC(=S)N(C)CCC#N the results were PAFAH2 inh 1, PAFAH1B3 inh 2, PME-1 primary -2, GSTO1 inh 2, pPAFAH FP inh -2, LYPLA1 inh 2, PAFAH1B2 inh 0, PAD4 FP inh -4 and LYPLA2 inh 4.
`COc1ccc(/C=C2\SC(=S)N(N3C(=O)CCC3=O)C2=O)cc1O` gave PAFAH2 inh 2, PAFAH1B3 inh 4, PME-1 primary -3, GSTO1 inh 10, pPAFAH FP inh 6, LYPLA1 inh -2, PAFAH1B2 inh 2, PAD4 FP inh 1 and LYPLA2 inh -4.
Screening O=C(Nc1nc2ccccc2s1)C1CCCN1S(=O)(=O)c1ccc(Cl)cc1 (stereo not given) returned PAFAH2 inh 2, PAFAH1B3 inh 11, PME-1 primary -5, GSTO1 inh -2, pPAFAH FP inh 5, LYPLA1 inh -2, PAFAH1B2 inh 8, PAD4 FP inh -4 and LYPLA2 inh 0.
CC(NC(=O)COc1ccccc1)C(=O)OCC(=O)c1cc2ccccc2o1 (stereo not given) was read as PAFAH2 inh -43, PAFAH1B3 inh 0, PME-1 primary -10, GSTO1 inh -6, pPAFAH FP inh 2, LYPLA1 inh -1, PAFAH1B2 inh -1, PAD4 FP inh -4 and LYPLA2 inh -1.
Screening COc1ccccc1C(=O)Nc1ccc(S(=O)(=O)NC2=NCCCCC2)cc1 returned PAFAH2 inh -1, PAFAH1B3 inh 13, PME-1 primary 4, GSTO1 inh 6, pPAFAH FP inh 6, LYPLA1 inh -3, PAFAH1B2 inh 2, PAD4 FP inh 2 and LYPLA2 inh 2.
COC(=O)c1cc(CNC(=O)c2ccc(O)c(Cl)c2)ccc1OC was read as PAFAH2 inh -4, PAFAH1B3 inh 2, PME-1 primary -5, GSTO1 inh -2, pPAFAH FP inh -2, LYPLA1 inh -4, PAFAH1B2 inh 2, PAD4 FP inh 1 and LYPLA2 inh 0.
COc1ccc(NC(=O)CSc2nc(O)cc(=O)[nH]2)c(OC)c1 was read as PAFAH2 inh 5, PAFAH1B3 inh 5, PME-1 primary 11, GSTO1 inh 2, pPAFAH FP inh 5, LYPLA1 inh 1, PAFAH1B2 inh 0, PAD4 FP inh 2 and LYPLA2 inh -3.
For O=C(CCC(=O)OCC(F)(F)C(F)F)Nc1ccc(Cl)cc1 the results were PAFAH2 inh 6, PAFAH1B3 inh -1, PME-1 primary -2, GSTO1 inh 8, pPAFAH FP inh -1, LYPLA1 inh -7, PAFAH1B2 inh 2, PAD4 FP inh 0 and LYPLA2 inh -6.
`COC(C(=O)Nc1ccc(S(=O)(=O)N2CCCCC2)cc1)c1ccccc1` (stereo not given) gave PAFAH2 inh -1, PAFAH1B3 inh 5, PME-1 primary -4, GSTO1 inh -4, pPAFAH FP inh 6, LYPLA1 inh 1, PAFAH1B2 inh 9, PAD4 FP inh -1 and LYPLA2 inh 1.
Screening CCN(CCCNC(=O)Cn1ncc2c([nH]c3ccc(C)cc32)c1=O)Cc1ccccc1 returned PAFAH2 inh 7, PAFAH1B3 inh 4, PME-1 primary -9, GSTO1 inh -4, pPAFAH FP inh -1, LYPLA1 inh 0, PAFAH1B2 inh 8, PAD4 FP inh 0 and LYPLA2 inh -4.
For N/C(=N\OC(=O)Cc1ccccc1[N+](=O)[O-])c1ccc(Br)cc1 the results were PAFAH2 inh -1, PAFAH1B3 inh 2, PME-1 primary 0, GSTO1 inh 4, pPAFAH FP inh 18, LYPLA1 inh -4, PAFAH1B2 inh 1, PAD4 FP inh 2 and LYPLA2 inh 9.
Screening CN(C)C(CNC(=O)CSc1nnc(-c2ccco2)o1)c1ccccc1 (stereo not given) returned PAFAH2 inh -4, PAFAH1B3 inh 3, PME-1 primary 3, GSTO1 inh 0, pPAFAH FP inh 0, LYPLA1 inh 0, PAFAH1B2 inh -1, PAD4 FP inh -3 and LYPLA2 inh -4.
`COc1cccc(/C=N/Nc2cc(C)nc(-c3ccccc3O)n2)c1O` gave PAFAH2 inh -16, PAFAH1B3 inh 23, PME-1 primary 24, GSTO1 inh -76, pPAFAH FP inh 3, LYPLA1 inh -20, PAFAH1B2 inh 16, PAD4 FP inh -8 and LYPLA2 inh -6.
For Cc1cc(S(=O)(=O)NCC2CCCO2)c(C)cc1Br (stereo not given) the results were PAFAH2 inh 0, PAFAH1B3 inh 4, PME-1 primary -1, GSTO1 inh -2, pPAFAH FP inh 3, LYPLA1 inh -3, PAFAH1B2 inh 4, PAD4 FP inh -1 and LYPLA2 inh -5.
`O=C(CN1C(=O)NC2(CCc3ccccc32)C1=O)NCc1ccc(Cl)cc1` (stereo not given) gave PAFAH2 inh 7, PAFAH1B3 inh 12, pPAFAH FP inh -1, PAFAH1B2 inh 11 and PAD4 FP inh -1.
For CCCCNC(=O)C1c2cc(OC)c(OC)cc2C(=O)N(C)C1c1cccs1 (stereo not given) the results were PAFAH2 inh 2, PAFAH1B3 inh 3, PME-1 primary -2, GSTO1 inh -1, pPAFAH FP inh -5, LYPLA1 inh 3, PAFAH1B2 inh 2, PAD4 FP inh -4 and LYPLA2 inh 0.
`COc1c(-c2ccc(O)cc2)oc2cc(O)cc(O)c2c1=O` gave PAFAH2 inh 2, PAFAH1B3 inh 3, PME-1 primary -2, GSTO1 inh 24, pPAFAH FP inh 14, LYPLA1 inh 1, PAFAH1B2 inh -2, PAD4 FP inh -3 and LYPLA2 inh 7.
`COC(=O)Cc1[nH]n(-c2ccccc2)c(=O)c1C=Nc1ccc(C)cc1` gave PAFAH2 inh 1, PAFAH1B3 inh -2, PME-1 primary 2, GSTO1 inh 1, pPAFAH FP inh 6, LYPLA1 inh 2, PAFAH1B2 inh 1, PAD4 FP inh 3 and LYPLA2 inh 3.
Screening S=C(NCCc1ccncc1)Nc1cccc2ccccc12 returned PME-1 primary 3, GSTO1 inh -2, pPAFAH FP inh -4, LYPLA1 inh -5, PAD4 FP inh -2 and LYPLA2 inh -4.
Cc1ccc(S(=O)(=O)NCCC(=O)OCC(=O)Nc2ccccc2Cl)cc1 was read as PAFAH2 inh 10, PAFAH1B3 inh -1, PME-1 primary -3, GSTO1 inh -4, pPAFAH FP inh 20, LYPLA1 inh -2, PAFAH1B2 inh 14, PAD4 FP inh -2 and LYPLA2 inh -2.
Screening O=C(Nn1c(O)c(C=C2N=c3ccccc3=N2)sc1=S)c1ccc(Cl)cc1 returned PAFAH2 inh -53, PAFAH1B3 inh 18, PME-1 primary 5, GSTO1 inh -10, pPAFAH FP inh 5, LYPLA1 inh -29, PAFAH1B2 inh 9, PAD4 FP inh -10 and LYPLA2 inh -35.
For NS(=O)(=O)c1ccc(NC(=O)COC(=O)c2cccc(S(=O)(=O)N3CCCC3)c2)cc1 the results were PAFAH2 inh 4, PAFAH1B3 inh 6, PME-1 primary 4, GSTO1 inh 6, pPAFAH FP inh 4, LYPLA1 inh -3, PAFAH1B2 inh 1, PAD4 FP inh -5 and LYPLA2 inh -1.
For COC(=O)c1cc(NC(=S)NCc2ccc(Cl)cc2)cc(C(=O)OC)c1 the results were PAFAH2 inh -44, PAFAH1B3 inh -24, PME-1 primary -31, GSTO1 inh -17, pPAFAH FP inh -16, LYPLA1 inh -26, PAFAH1B2 inh 2, PAD4 FP inh -3 and LYPLA2 inh -50.
`CCCn1nnnc1-c1ccc(Cl)cc1` gave PAFAH2 inh -3, PAFAH1B3 inh 0, PME-1 primary -2, GSTO1 inh -2, pPAFAH FP inh -4, LYPLA1 inh 0, PAFAH1B2 inh 5, PAD4 FP inh -6 and LYPLA2 inh -1.
`COC(=O)/C(=N/Nc1ccccc1Cl)Sc1nnc(C(O)c2ccccc2)n1-c1ccccc1` (stereo not given) gave PAFAH2 inh 1, PAFAH1B3 inh 3, PME-1 primary 11, GSTO1 inh 4, pPAFAH FP inh 6, LYPLA1 inh 4, PAFAH1B2 inh 6, PAD4 FP inh 3 and LYPLA2 inh 5.
For COc1ccc(F)cc1C(=O)COC(=O)c1n[nH]c(=O)c2ccccc12 the results were PAFAH2 inh 0, PAFAH1B3 inh 0, PME-1 primary 3, pPAFAH FP inh 0, LYPLA1 inh 4, PAFAH1B2 inh 1, PAD4 FP inh -4 and LYPLA2 inh 1.

This is a subset (hit frequency here may not be typical).
